Bioassay records as filed in PubChem.
aGlu spleen mod: qHTS Assay for Inhibitors and Activators of Human alpha-Glucosidase From Spleen Homogenate. Lysosomal alpha-glucosidase (Homo sapiens), P10253. human spleen homogenate, 4-MU-alpha-glucoside fluorescence. Potency, µM (top dose mostly 79.9 µM), without a hit: at the top dose activity change, negative = inhibition, most hits filed as inhibitors. actives 0.006% (n = 240,000);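 further: 0% = enzyme with vehicle and -100% = no enzyme basal signal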
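AC50 values come from Hill-equation fits of concentration-response data, normalized to no-enzyme and full-activity controls. Enzyme source: 1 ug human spleen homogenate; 1 mM fluorogenic 4-MU glucoside, pH 5.0 citrate buffer, 37 C, 40 min.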
HTT ATP protect: qHTS Multiplex Assay to Identify Dual Action Probes in a Cell Model of Huntington: Cytoprotection (ATP); PC12 HTT-Q103 induced, cytoprotection, ATP luminescence, 40 h; Potency, µM (titrated, usually from 56.4 µM), for the others: cytoprotection (ATP increase), actives largely listed as activators; actives 0.14% (n = 230,000);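 further: % of control where 0% means no effect; nearly all actives have a fitted effect of over 45% in size; toxic huntingtin expression switched on by the ecdysone agonist tebufenozide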
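Huntington model: PC12 line, ecdysone-inducible HTTQ103 exon1–GFP, tebufenozide 100 nM. Test articles in a dose series. Endpoint luminescence from cellular ATP.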
GAA glycogen: qHTS Assay for Inhibitors and Activators of Human alpha-Glucosidase Cleavage of Glycogen; Lysosomal alpha-glucosidase (Homo sapiens), P10253; recombinant GAA, glycogen substrate, Amplex Red glucose oxidase fluorescence; Potency, µM (top dose mostly 76.4 µM), without a hit: top-dose activity change, negative = inhibition, usual class: inhibitors; actives 0.38% (n = 300,000);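 further: 0% = full enzyme reaction and -100% = no-enzyme basal signal; the screen sought inhibitors and activators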
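Recombinant human enzyme (4 nM); glycogen substrate; 37 C, 40 min, pH 5.0. Readout: coupled glucose oxidase/Amplex Red fluorescence.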
IMPase Li cell: qHTS Assay for Identifying the Cell-Membrane Permeable IMPase Inhibitors: Potentiation with Lithium | CHO-M1 cells, IP1 TR-FRET (IP-One), carbachol + lithium | Potency, µM (series often up to 59.4 µM), inactives show top-dose activity, negative = IMPase inhibition, usual class: inhibitors | actives 0.35% (n = 210,000) | AID 1457, 2008;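 further: IP1 builds up when IMPase is blocked and the TR-FRET signal falls; plate controls were basal vehicle for no effect and high inhibitor control for full effect; nearly all actives have a fitted effect of over 50% in size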
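Steps: plate 2000 CHO-M1 cells per well and culture 16–30 h; add compound and lithium; incubate 30 min, 37C; add d2-IP1 tracer and Eu cryptate anti-IP1 antibody in lysis buffer; read after 10 min at room temperature.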
RGS12 GoLoco inh: qHTS Assay for Inhibitors of RGS12 GoLoco Motif Activity (Red Fluorophore). Potency, µM (titrated, usually from 61.6 µM), for the others: at the top dose activity, negative = inhibition, actives largely listed as inhibitors. Gai1:RGS12 GoLoco peptide FP, rhodamine, 10 min. actives 0.44% (n = 230,000); active means well fitted inhibition curve with a large enough effect, not every such curve was filed as active; inactive means no such curve, though single readings can be large or run the other way; further: on the % scale 0 is the no-effect control and ±100 the full control effect; nearly all actives have a fitted effect of over 30% in size; many of its hits are not listed in these tables
Target sequence (P63096 whole entry, looked up): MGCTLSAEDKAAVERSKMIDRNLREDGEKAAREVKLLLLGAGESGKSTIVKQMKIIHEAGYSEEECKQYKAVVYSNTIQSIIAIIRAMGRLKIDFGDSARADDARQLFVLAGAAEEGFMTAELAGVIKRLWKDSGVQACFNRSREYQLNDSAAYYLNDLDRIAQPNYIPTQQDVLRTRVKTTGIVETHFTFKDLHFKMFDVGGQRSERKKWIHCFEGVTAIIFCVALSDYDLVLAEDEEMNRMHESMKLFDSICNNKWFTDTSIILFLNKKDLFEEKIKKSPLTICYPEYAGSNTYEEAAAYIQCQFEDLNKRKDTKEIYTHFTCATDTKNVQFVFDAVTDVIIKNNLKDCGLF
HttQ103 aggreg: qHTS Multiplex Assay to Identify Dual Action Probes in a Cell Model of Huntington: Aggregate Formation (GFP). PC12 HttQ103-GFP aggregates, Acumen cytometry, 40 h. Potency, µM (top dose mostly 46.1 µM), for inactives: top-dose activity change, negative = inhibition, most hits filed as inhibitors. actives 1.1% (n = 220,000). AID 1688, 2009; further: on the % scale 0 is the no-effect control and ±100 the full control effect; nearly all actives have a fitted effect of over 60% in size
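Multiplexed with ATP-based cell death, this channel scores GFP aggregates in PC12 cells expressing inducible HTTex1-Q103-GFP. Induction used 100 nM tebufenozide; compounds were tested in concentration series.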
GAA inhib: qHTS Assay for Inhibitors of Human alpha-Glucosidase as a Potential Chaperone Treatment of Pompe Disease | purified human GAA, 4-MU-alpha-glucoside fluorescence | Potency, µM (titrated, usually from 76.9 µM), for inactives: top-dose activity change, negative = inhibition, usual class: inhibitors | actives 0.005% (n = 200,000);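 further: plate controls were uninhibited enzyme wells for no effect and no-enzyme background for full effect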
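Fluorescence at Ex 365/Em 440 nm from 4-methylumbelliferone reported enzyme activity after 20 min at room temperature. Reactions used 4 nM enzyme and 400 uM substrate at pH 5.0; curves fitted with the Hill equation.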
An asterisk follows results filed as active; ? = inconclusive; . = no result given; [ ] = another dose, or the depositor's remark. Unless noted, the call rests on the fitted dose curve; in most records, active means well fitted curve in the direction sought with a large enough effect; inconclusive means small, poorly fitted or top-dose-only effect, or another doubt; inactive means no such curve, though single readings can be large; an effect the other way counts as inactive or inconclusive. Potency means the concentration at half of the fitted maximal effect. These rows are one share of the data; rates above refer to the full screens.

SMILES	aGlu spleen mod	HTT ATP protect	GAA glycogen	IMPase Li cell	RGS12 GoLoco inh	HttQ103 aggreg	GAA inhib
CS(=O)(=O)N1CCN(C(=O)c2ccccc2F)CC1	-7%	-11%	4%	3%[38.3 µM]	2%	?	-4%
Fc1ccc(N2Cc3ccsc3C=N2)cc1	1%	12%[10 µM]	-7%	-3%	9%	-5%	-3%
CCOC(=O)C(NC(=O)c1ccccc1)=C1C=C(C)OC(C)=C1	-1%	-9%	-25%	9%[38.3 µM]	5%	11%	-8%
Nc1nc(SCC(=O)Nc2cccc(S(=O)(=O)N3CCCCCC3)c2)n[nH]1	1%	-25%	8%	25%	21%	-6%	2%
O=C(COC(=O)c1ccc2ccccc2n1)c1ccc(F)cc1	0%	1%[10 µM]	21%	9%	21%	2%[9.22 µM]	?
COc1ccc(C2C(C(=O)Nc3cccc(OC)c3)c3ccccc3C(=O)N2C)cc1 (stereo not drawn)	-3%	-23%	-1%	11%	-1%	1%	?
CCCn1c(C(C)C)n[nH]c1=S	-4%	4%[10 µM]	-7%	.	3%	-6%[9.22 µM]	.
O=C(COc1ccc2ccccc2c1)NNC(=O)c1cccs1	-3%	7%[10 µM]	2%	-28%	2%	6%	5%
Cc1ccc(N2CCN(C(=S)Nc3ccccc3)CC2)cc1	3%	9%	6%	4%	11%	-17%	-1%
Cc1cc(Oc2nnnn2-c2ccccc2)ccc1Cl	4%	11%	-2%	6%[38.3 µM]	3%	4%[9.22 µM]	-8%
CCC1=NC(c2ccccc2Cl)N(O)C1(C)C (stereo not drawn)	1%	4%	?	-12%[38.3 µM]	1%	0%	-2%
COc1cc(OC)cc(C(=O)N(Cc2cc3cc(C)ccc3[nH]c2=O)C(C)C)c1	-3%	-15%	14%	15%[38.3 µM]	20%	18%	6%
O=C(COC(=O)COc1ccccc1[N+](=O)[O-])Nc1cccc(Br)c1	2%	2%[1.9 µM]	-10%	-9%	5%	-11%	?
O=C1c2cccc3cccc(c23)C(=O)N1Cc1ccccc1	2%	32%[10 µM]	-2%	?	7%	27%[9.22 µM]	?
O=C(/C=C\c1ccccc1)Nc1ccc(NC(=O)c2ccco2)cc1	2%	-47%[inhibitor]	3%	2%	3%	27%	0%
Cc1ccccc1OCC(=O)NCCN(C)C	4%	-3%	-3%	2%[38.3 µM]	-3%	0%	-3%
COc1ccc(C(=O)c2c[nH]cc2-c2ccccc2)cc1	-5%	.	11%	-6%	0%	9%	-9%
O=C(Nc1ccc(SC(F)F)cc1)c1cccc2nc3ccccc3nc12	-1%	-36%	0%	.	.	?	-8%
CCOC(=O)c1ccc(NC(=S)NCCCN2CCOCC2)cc1	7%	7%[10 µM]	-5%	4%	-2%	-4%[9.22 µM]	12%
CCS(=O)(=O)n1nc(-c2cccnc2)nc1NCc1ccc(F)cc1	-1%	-33%[inhibitor]	-7%	5%	-1%	-2%	-5%
C=C(c1ccc(O)cc1)c1ccc(O)cc1	-14%	0%[10 µM]	-20%	22%[38.3 µM]	-2%	?	-1%
Cc1cccc(C)c1OCCOC(=O)c1n[nH]c2ccccc12	-16%	-49%[inhibitor]	-10%	11%	2%	4%	-8%
Cc1ccccc1N/N=C/c1sc(=O)n(Cc2cccc(C(=O)O)c2)c1Cl	1%	2%[10 µM]	-15%	.	2%	-9%[9.22 µM]	.
CCOc1ccccc1N1CN(C2CCCCC2)CNC1=S	7%	-1%[10 µM]	3%	.	4%	11%[9.22 µM]	-11%
O=C(COC(=O)Cc1n[nH]c(=O)c2ccccc12)Nc1ccc(Cl)cc1F	-3%	-11%	6%	-2%	5%	6%	10%
CCS(=O)(=O)Nc1cccc(C2=NN(S(=O)(=O)c3ccc(C)cc3)C(c3cccs3)C2)c1 (stereo not drawn)	-8%	-11%[10 µM]	-5%	4%	38%[activator]	22%	-7%
Cc1nn(Cc2ccccc2)c(C)c1NC(=O)c1cc(-c2cccs2)on1	4%	-53%[inhibitor]	4%	22%[38.3 µM]	3%	?	-6%
Cc1cc(C)n(C(=O)/C(C#N)=C/N(C)C)n1	0%	-47%[inhibitor]	-6%	5%	2%	9%	-3%
O=C(O)c1cc([N+](=O)[O-])c(N2CCCC2)c([N+](=O)[O-])c1	0%	-1%[10 µM]	14%	4%	-9%	14%	-4%
CCCN(C(=O)c1ccco1)c1nnc(-c2ccccc2C)s1	-9%	-72%[inhibitor][10 µM]	-6%	9%	19%	-19%[9.22 µM]	10%
CC(=O)OC1CC2C(C)(C)C(O)CC[C@@]2(C)C2CC[C@@]3(C)C(c4ccoc4)OC(=O)C4O[C@@]43[C@]12C (stereo partly drawn)	-4%	.	.	5%	2%	.	.
Cn1c(=O)c2cn(-c3cccc4ccccc34)cc2n(C)c1=O	-7%	-4%	-1%	-5%[38.3 µM]	-14%	?	3%
CC1OC(Oc2c(-c3cc(O)c(O)c(O)c3)oc3cc(O)cc(O)c3c2=O)C(O)C(O)C1O (stereo not drawn)	7%	-3%[10 µM]	?	.	12%	7%[9.22 µM]	.
COc1ccc2c(c1)SCC/C2=C\CN1C(=O)CCC1=O	6%	.	-2%	-2%	7%	-5%	-2%
COc1ccc(/C=N\NC(=O)COc2ccc(Cl)cc2Cl)c(C(=O)O)c1OC	0%	14%[10 µM]	-8%	0%	17%	10%	2%
C/C(=C/CCC(C)C1CCC2(C)C3CCC4C(C)(C)C(=O)CCC4(C)C3=CCC12C)C(=O)O (stereo not drawn)	-15%	43%[10 µM]	4%	.	3%	-16%[9.22 µM]	.
CN1CCN(C(=O)c2cc3c(ccc4ccccc43)oc2=O)CC1	9%	-10%	5%	.	.	-12%	?
Cc1nn(Cc2c(F)c(F)c(F)c(F)c2F)c(C)c1NC(=O)c1ccc(COc2cc(Cl)ccc2Cl)cc1	1%	-24%	4%	11%[38.3 µM]	-1%	16%	-2%
O=C(CCSCc1ccc(Cl)cc1)NCCc1ccccc1	7%	36%[10 µM]	15%	-5%	11%	1%	-6%
COc1ccccc1-c1ccc(SCc2ccc(C)cc2)nn1	.	-12%	-1%	10%	3%	-9%	-8%
O=c1cc(CN2CCN(S(=O)(=O)c3ccccc3[N+](=O)[O-])CC2)nc2sccn12	-10%	-30%	2%	-1%	-4%	13%	1%
CC(NC(=S)Nc1ccccc1C(F)(F)F)C1CC2CCC1C2 (stereo not drawn)	-5%	?	-17%	14%	18%	-5%	2%
CCOc1ccc(-n2c(-c3ccc(Br)cc3)c[n+]3c2CCCCC3)cc1	-4%	-93%[inhibitor]	0%	19%	5%	?	1%
Cc1cccc(/C=N/n2c(C)nnc2C)c1	-2%	1%	-15%	-20%[38.3 µM]	-3%	-7%	5%
Cc1nc2nc(SCC(=O)C(C)(C)C)[nH]c2cc1Br	-4%	-19%	5%	-8%[38.3 µM]	-2%	24%	4%

Copied from the results shown (5 entries):
SMILES	aGlu spleen mod	HTT ATP protect	GAA glycogen	IMPase Li cell	RGS12 GoLoco inh	HttQ103 aggreg	GAA inhib
O=c1cc(CN2CCN(S(=O)(=O)c3ccccc3[N+](=O)[O-])CC2)nc2sccn12	-10%	-30%	2%	-1%	-4%	13%	1%
CC(NC(=S)Nc1ccccc1C(F)(F)F)C1CC2CCC1C2 (stereo not drawn)	-5%	?	-17%	14%	18%	-5%	2%
CCOc1ccc(-n2c(-c3ccc(Br)cc3)c[n+]3c2CCCCC3)cc1	-4%	-93%[inhibitor]	0%	19%	5%	?	1%
Cc1cccc(/C=N/n2c(C)nnc2C)c1	-2%	1%	-15%	-20%[38.3 µM]	-3%	-7%	5%
Cc1nc2nc(SCC(=O)C(C)(C)C)[nH]c2cc1Br	-4%	-19%	5%	-8%[38.3 µM]	-2%	24%	4%

(cont.)
SMILES	aGlu spleen mod	HTT ATP protect	GAA glycogen	IMPase Li cell	RGS12 GoLoco inh	HttQ103 aggreg	GAA inhib
CCCC1(CCC)NC(=O)N(CC(=O)c2cc(C)n(-c3ccc4c(c3)OCO4)c2C)C1=O	1%	-1%[10 µM]	-2%	1%	8%	7%	?
CCC1CCC(NC(=O)Nc2cccc(OC)c2)CC1 (stereo not drawn)	-5%	-18%[10 µM]	11%	14%	-7%	4%[9.22 µM]	7%
O=C(N[C@@H](Cc1ccccc1)C(=O)O)c1ccc(C(F)(F)F)cc1	7%	19%[10 µM]	-11%	-18%	-1%	-4%[9.22 µM]	.
Cc1cc[n+](CC(=O)c2cccs2)cc1	-11%	-4%	-2%	11%[38.3 µM]	2%	2%	-2%
Cc1cc(/C=N/n2cnnc2)c(C)n1-c1ccc(OCc2ccccc2F)cc1	-8%	-66%[inhibitor]	-1%	16%[38.3 µM]	15%	10µM*	-6%
c1ccc(-c2csc(Nc3ncccn3)n2)cc1	2%	-32%[10 µM]	22%	15%	-1%	14%	5%
CCC(c1nnnn1C1CCCCC1)N(Cc1ccco1)Cc1cc2ccc(OC)cc2[nH]c1=O (stereo not drawn)	-2%	-24%[10 µM]	-10%	15%[38.3 µM]	4%	?	-9%
O=C(c1cc2c(s1)CCC2)N1CCN(c2ccccc2)CC1	-1%	-3%	1%	22%[38.3 µM]	-2%	5%	-10%
COc1ccccc1CCn1c(N)c(C#N)c2nc3ccccc3nc21	15%	9%[10 µM]	6%	-7%	9%	0%	?
O=C(O)c1ccc(-n2c(-c3ccccc3)n[nH]c2=S)cc1	6%	-7%	19%	-9%[38.3 µM]	-17%	-1%	?
Cc1n[nH]c(=S)n1/N=C/c1ccc(OCc2ccc(Cl)cc2)cc1	-10%	-18%	-6%	9%[38.3 µM]	2%	?	-2%
Cc1nnc2sc(SCc3ccccc3)nn2c1=O	4%	31%[10 µM]	0%	-7%	-7%	24%	-2%
CCCC(C(=O)NCc1ccccc1)N(C(=O)Cn1nnc(-c2cccs2)n1)c1ccc2c(c1)OCCO2 (stereo not drawn)	0%	-1%[10 µM]	-6%	-2%	-7%	-9%	0%
Cc1nc2c(C)cccc2cc1C(=O)N/N=C/c1ccc(O)cc1	-17%	.	-2%	12%	5%	19%	-7%
CCOC(=O)c1c(NC(=O)CSc2nnc(CNC(=O)c3ccco3)n2C)sc2c1CCC2	-6%	-13%[0.074 µM]	-3%	18%[38.3 µM]	8%	2%	-6%
C/C(=N\NS(=O)(=O)c1cccc([N+](=O)[O-])c1)c1cc2ccccc2o1	5%	-5%	-4%	23%[38.3 µM]	-1%	19%	-2%
